Screening results (PubChem)
Kir21 block = inhibitors of mouse Kir2.1 inward-rectifier potassium channel. AID 1672, 2009. B-score at 10 µM. HEK293-Kir2.1, FluxOR thallium flux fluorescence; hits give low values. 0.85% of 310,000 active;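 active = fluorescence ratio B-score at or below minus 3 SD of library scores, with starting-brightness B-score within 2 SD, cut at about -4.2 in these data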;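 note: channel flux triggered by added potassium and thallium sulfate stimulus; B-score of peak minus minimum fluorescence over baseline after thallium stimulus; more negative B-score means stronger Kir2.1 block with less thallium influx; some compounds called inactive have numbers as strong as hits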
KCNQ2 inh = KCNQ2 potassium channel inhibitors, primary screen, cell-based, CHO-K1, FluxOR thallium flux, B-score (AID 2156); Potassium voltage-gated channel subfamily KQT member 2 (Rattus norvegicus), O88943; 20 min; hits give low values; B-score at 10 µM; 1.1% of 310,000 active;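 active = fluorescence ratio B-score at most minus 3 library SDs, with starting brightness B-score within 2 library SDs, cut at about -5.5 in these data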
Target sequence (O88943 whole entry, looked up): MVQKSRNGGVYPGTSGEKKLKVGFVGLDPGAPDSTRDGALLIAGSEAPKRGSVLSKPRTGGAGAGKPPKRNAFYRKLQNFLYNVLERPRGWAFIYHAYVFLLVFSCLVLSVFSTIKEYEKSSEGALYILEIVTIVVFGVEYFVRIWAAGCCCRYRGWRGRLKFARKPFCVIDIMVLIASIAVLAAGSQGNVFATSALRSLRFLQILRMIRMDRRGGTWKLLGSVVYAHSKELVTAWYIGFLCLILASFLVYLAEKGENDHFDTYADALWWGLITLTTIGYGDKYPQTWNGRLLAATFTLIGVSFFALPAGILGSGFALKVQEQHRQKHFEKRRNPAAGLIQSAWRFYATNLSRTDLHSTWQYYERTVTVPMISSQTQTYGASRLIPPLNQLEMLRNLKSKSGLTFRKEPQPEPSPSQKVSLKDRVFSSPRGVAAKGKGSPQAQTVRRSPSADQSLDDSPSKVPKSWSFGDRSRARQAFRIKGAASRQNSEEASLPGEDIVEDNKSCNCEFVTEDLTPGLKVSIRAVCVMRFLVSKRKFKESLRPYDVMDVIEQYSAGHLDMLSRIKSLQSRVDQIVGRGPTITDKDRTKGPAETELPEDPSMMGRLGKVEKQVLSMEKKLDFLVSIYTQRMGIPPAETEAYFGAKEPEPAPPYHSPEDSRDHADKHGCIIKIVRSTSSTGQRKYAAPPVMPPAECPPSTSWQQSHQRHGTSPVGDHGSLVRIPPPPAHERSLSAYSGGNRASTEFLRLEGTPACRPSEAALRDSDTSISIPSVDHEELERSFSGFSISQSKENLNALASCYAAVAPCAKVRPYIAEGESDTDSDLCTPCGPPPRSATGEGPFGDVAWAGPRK
* = called active by the depositor; i = inactive.

A first look:
SMILES | Kir21 block | KCNQ2 inh
Cc1sc(NC(=O)c2ccccc2)c(C(=O)c2ccccc2)c1C | 2.3 | i
O=C(NCCCN1CCCC1=O)c1ccc2c(c1)OCO2 | 0.96 | i
CNc1ccccc1C(C)(C)c1cc(C)[nH]n1 | -0.89 | i
CCN1CCN(C(c2cccs2)C(C)NC(=S)NC2CCCCC2)CC1 (stereo not given) | 0.11 | i
O=C1NC(=O)C(Cc2cccc(Oc3ccccc3)c2)S1 (stereo not given) | 0.01 | i
Nc1nc(CN2CCN(Cc3ccccc3)CC2)nc(Nc2ccccc2)n1 | 1.1 | i
O=C(NCC1CCCO1)c1cc(-c2ccccc2F)no1 (stereo not given) | 1.8 | i
Cc1ccc(C(=O)CSc2nnc(-c3cccs3)n2C)o1 | 0.94 | i
O=C(NCCCn1ccnc1)c1cc(-c2cccnc2)nc2ccc(Br)cc12 | -2.1 | i
O=C(NC(=S)NC1CCCCC1)c1ccccc1[N+](=O)[O-] | 0.76 | i
C=CCn1c(Cc2c[nH]c3ccccc23)nnc1SCC(=O)NCc1ccccc1 | -0.35 | i
CCn1c(/C=N/Nc2ccc(C(=O)O)cc2)nc2ccccc21 | 0.19 | i
COc1ccccc1CN(Cc1nc2ccccc2c(=O)[nH]1)C(=O)Nc1ccccc1 | -0.14 | i
Cc1cccc(NC(=O)C2CC(=O)N/C(=N/N=C/c3ccco3)S2)c1 (stereo not given) | -0.29 | i
COc1ccc(NC(=O)C(=O)NCCC2CCCCN2S(=O)(=O)c2ccc(F)cc2)cc1 (stereo not given) | -0.82 | i
CC1CCN(c2ncnc3c2cnn3-c2ccccc2)CC1 | 0 | i
CS(=O)(=O)c1ccc(Sc2nc3ccccc3s2)c([N+](=O)[O-])c1 | 0.1 | i
Cc1ccc(NC(=O)Cc2ccc(-c3ccccc3)cc2)nc1 | 0.99 | i
Cc1c(C#N)c(O)[nH]c(=O)c1N=Nc1ccc(S(N)(=O)=O)cc1 | 2.3 | i
Cc1cccc(C)c1NC(=S)N(Cc1cccs1)C1CCCC1 | -0.31 | i
O=C(C1CCN(Cc2ccccc2)CC1)N1CCCC1 | 0.67 | i
CCCC(=O)Nc1ccc2oc(-c3ccc(OC)c(Br)c3)nc2c1 | 0.52 | i
Cc1cnc(CNC(=O)C2CCC(=O)N(CCc3cccc(F)c3)C2)[nH]1 (stereo not given) | -0.25 | i
COc1ccc(C2SCCN2S(=O)(=O)c2ccccc2)cc1OC (stereo not given) | -3.2 | i
CCOC(=O)Cc1csc(NC(=O)c2ccoc2C)n1 | -0.33 | i

All compounds of this part, previewed entries included:
SMILES | Kir21 block | KCNQ2 inh
Cc1sc(NC(=O)c2ccccc2)c(C(=O)c2ccccc2)c1C | 2.3 | i
O=C(NCCCN1CCCC1=O)c1ccc2c(c1)OCO2 | 0.96 | i
CNc1ccccc1C(C)(C)c1cc(C)[nH]n1 | -0.89 | i
CCN1CCN(C(c2cccs2)C(C)NC(=S)NC2CCCCC2)CC1 (stereo not given) | 0.11 | i
O=C1NC(=O)C(Cc2cccc(Oc3ccccc3)c2)S1 (stereo not given) | 0.01 | i
Nc1nc(CN2CCN(Cc3ccccc3)CC2)nc(Nc2ccccc2)n1 | 1.1 | i
O=C(NCC1CCCO1)c1cc(-c2ccccc2F)no1 (stereo not given) | 1.8 | i
Cc1ccc(C(=O)CSc2nnc(-c3cccs3)n2C)o1 | 0.94 | i
O=C(NCCCn1ccnc1)c1cc(-c2cccnc2)nc2ccc(Br)cc12 | -2.1 | i
O=C(NC(=S)NC1CCCCC1)c1ccccc1[N+](=O)[O-] | 0.76 | i
C=CCn1c(Cc2c[nH]c3ccccc23)nnc1SCC(=O)NCc1ccccc1 | -0.35 | i
CCn1c(/C=N/Nc2ccc(C(=O)O)cc2)nc2ccccc21 | 0.19 | i
COc1ccccc1CN(Cc1nc2ccccc2c(=O)[nH]1)C(=O)Nc1ccccc1 | -0.14 | i
Cc1cccc(NC(=O)C2CC(=O)N/C(=N/N=C/c3ccco3)S2)c1 (stereo not given) | -0.29 | i
COc1ccc(NC(=O)C(=O)NCCC2CCCCN2S(=O)(=O)c2ccc(F)cc2)cc1 (stereo not given) | -0.82 | i
CC1CCN(c2ncnc3c2cnn3-c2ccccc2)CC1 | 0 | i
CS(=O)(=O)c1ccc(Sc2nc3ccccc3s2)c([N+](=O)[O-])c1 | 0.1 | i
Cc1ccc(NC(=O)Cc2ccc(-c3ccccc3)cc2)nc1 | 0.99 | i
Cc1c(C#N)c(O)[nH]c(=O)c1N=Nc1ccc(S(N)(=O)=O)cc1 | 2.3 | i
Cc1cccc(C)c1NC(=S)N(Cc1cccs1)C1CCCC1 | -0.31 | i
O=C(C1CCN(Cc2ccccc2)CC1)N1CCCC1 | 0.67 | i
CCCC(=O)Nc1ccc2oc(-c3ccc(OC)c(Br)c3)nc2c1 | 0.52 | i
Cc1cnc(CNC(=O)C2CCC(=O)N(CCc3cccc(F)c3)C2)[nH]1 (stereo not given) | -0.25 | i
COc1ccc(C2SCCN2S(=O)(=O)c2ccccc2)cc1OC (stereo not given) | -3.2 | i
CCOC(=O)Cc1csc(NC(=O)c2ccoc2C)n1 | -0.33 | i
Clc1ccc(-c2nnc3c4ccccc4nc(N4CCOCC4)n23)cc1Cl | -0.47 | i
Cc1ccc(-n2c(C)nnc2SCC(=O)NC2CC2)cc1 | 0.04 | i
CCc1ccc(NC(=O)Nc2ccc3c(c2)CCC3)cc1 | -1.1 | i
COc1cccc(NC(=O)C2CC(=O)OC23CCOC(C)(C)C3)c1 (stereo not given) | 0.08 | i
CCN(CC)C(=O)CSc1nnc(COc2ccccc2)n1N | 0.15 | i
Cc1ccccc1NS(=O)(=O)c1ccc(C2CNC(=O)C2)cc1 (stereo not given) | 0.22 | i
Cc1cc(C)c(NC(=O)Cn2c(=O)c3cccn3c3ccccc32)c(C)c1 | -1.7 | i
CCCCc1ccc(-c2csc(/C(C#N)=C\c3ccc(C)o3)n2)cc1 | -0.19 | i
COc1ccc(-c2cc(O)cc(O)c2)cc1 | -0.77 | i
CC(Oc1ccc(Br)cc1Cl)C(=O)Nc1ccncc1 (stereo not given) | 0.62 | i
Cc1ccc(OCC(O)Cn2c(=N)n(CCN3CCCCC3)c3ccccc32)cc1 (stereo not given) | -4.3* | i
COc1ccc(C(=O)Nc2c(-c3ccccc3)nc3ccccn23)c(OC)c1 | -1.6 | i
O=C(NNC(=S)NC1CCCCC1)c1ccccc1Br | -0.05 | i
COc1ccc(/C=C/CN2CCCC(CO)(Cc3cccc(Cl)c3)C2)cc1 (stereo not given) | -3.4 | -6.8*
CCc1ccc(N2CC(C(=O)NC3CC3)CC2=O)cc1 (stereo not given) | -0.57 | i
COc1cccc(SCc2noc(C(=O)NCC3CCCO3)c2C(=O)O)c1 (stereo not given) | -0.12 | i
O=C(CNS(=O)(=O)c1ccc(Br)s1)N1CCN(c2ccc(F)cc2)CC1 | -1.8 | i
COC(=O)c1sccc1NN1C(=O)c2ccccc2C1=O | 0.02 | i
CCc1cccc(CC)c1NC(=O)COn1nnc2ccc(C(F)(F)F)cc21 | 0.39 | i
Cc1ccc(C(CNC(=O)C(=O)Nc2ccc3c(c2)OCCO3)N2CCN(C)CC2)cc1 (stereo not given) | 1.6 | i
CC1(C)C=Cc2c(c3c(c4c(=O)c(-c5ccc(O)cc5)coc24)OC(C)(C)CC3)O1 | -0.4 | i
O=C(CSc1nc2[nH]ncc2c(=O)[nH]1)Nc1ccc(F)cc1 | -0.58 | i
Cc1onc(-c2ccccc2)c1C(=O)Nc1ccc2c(c1)OCO2 | 0.36 | i
CCCn1c(N)c(C(c2ccc(OC)cc2)N2CCN(c3ccccc3)CC2)c(=O)[nH]c1=O (stereo not given) | 1.3 | i
O=C(NC(Cc1c[nH]c2ccccc12)C(=O)O)c1ccc(F)cc1 (stereo not given) | -1.7 | i
Clc1ccc(-n2nnc(-c3nccs3)n2)cc1Cl | 0.61 | i
CCOc1ccc(NC(=O)N2CCC(NC(=O)C(Cc3ccc(OC)c(OC)c3)NC(C)=O)CC2)cc1 (stereo not given) | 3.7 | i
Cc1cc(C(=O)CSc2n[nH]c(N)n2)c(C)n1-c1ccc2c(c1)OCO2 | -0.09 | i
CC1(C)Cc2ccccc2C(NNC(=O)c2ccc(Br)o2)=N1 | -0.19 | i
CS(=O)(=O)N(CC(=O)Nc1cccc(F)c1)c1cccc([N+](=O)[O-])c1 | -0.05 | i
CCOC(=O)c1cnc(-n2[nH]c(C)cc2=O)[nH]c1=O | 1.5 | i
O=C(CC1C(=O)NCCN1C(=O)c1ccc(F)cc1)OCc1ccccc1 (stereo not given) | -2.5 | i
Cc1ccc(NS(=O)(=O)c2cn(C)c(=O)n(C)c2=O)cc1C | 1.9 | i
Cc1cccc(NC(=O)CSc2nnc(-c3ccccc3C)o2)c1 | -0.3 | i
Cc1cc(C(=O)NCc2ccc3c(c2)OCO3)c(C)o1 | -1.2 | i

Shown in CSV form: 2 of the compounds above.
compound,Kir21 block,KCNQ2 inh
COc1ccc(-c2cc(O)cc(O)c2)cc1,-0.77,i
CC(Oc1ccc(Br)cc1Cl)C(=O)Nc1ccncc1 (stereo not given),0.62,i

Remaining list, next part.
SMILES | Kir21 block | KCNQ2 inh
COc1ccc(C(=O)Nc2ccnn2C2CCN(Cc3cn(C)nc3C)CC2)cc1 | -0.74 | i
Nc1ncc(-c2cc3ccccc3oc2=O)s1 | -1.4 | i
FC(F)Oc1ccc(C2N=C(c3ccccc3)NO2)cc1 (stereo not given) | -0.1 | i
O=C(Cc1n[nH]c(=O)[nH]c1=O)N/N=C/c1ccccc1 | 2.3 | i
Cc1ccccc1NC(=O)C1CCCN(S(=O)(=O)c2cccc3cccnc23)C1 (stereo not given) | 2.2 | i
COc1ccccc1CN1CCN(Cc2nc(-c3cccs3)no2)CC1 | -0.42 | i
COc1ccc(OC)c(S(=O)(=O)N2CCC(C(=O)NCc3ccc4c(c3)OCO4)CC2)c1 | -1 | i
O=C(O)CCCC(=O)Nc1ccc(C(=O)N2CCCCC2)cc1 | 0.01 | i
CC1(C)Cc2nc(N)c(=O)sc2C1 | 1.6 | i
Cc1ccc(S(=O)(=O)CCSc2cccc(C(=O)Nc3ccccc3C(=O)O)c2)cc1 | -0.96 | i
COc1cccc(CNC(=O)c2ccc3c(c2)N(C)CCS3)c1OC | 0.54 | i
CC1Sc2ccc(S(=O)(=O)CCC(=O)NC3CCCC(C)C3C)cc2NC1=O (stereo not given) | 1.5 | i
COCCNc1oc(/C=C/c2ccccc2OC)nc1S(=O)(=O)c1ccccc1 | 0.92 | i
Cc1cc(NC(=O)CSCC(=O)Nc2ccc(Cl)c(C(F)(F)F)c2)no1 | 0.04 | i
O=C(NC1CCCCC1)c1cc(-c2ccccc2O)on1 | -0.26 | i

Among those listed so far, 2 have a CF3 group:
SMILES | Kir21 block | KCNQ2 inh
CCc1cccc(CC)c1NC(=O)COn1nnc2ccc(C(F)(F)F)cc21 | 0.39 | i
Cc1cc(NC(=O)CSCC(=O)Nc2ccc(Cl)c(C(F)(F)F)c2)no1 | 0.04 | i

Continuation.
SMILES | Kir21 block | KCNQ2 inh
CCOC(=O)C1(CCOc2ccccc2)CCN(C(=O)c2ccc(-n3cccn3)cc2)CC1 | -0.78 | i
CCOC(=O)C[n+]1c(C)csc1C | 1.1 | i
O=C(NCc1ccc2c(c1)OCO2)C1CCN(Cc2cnn(-c3ccccc3)c2-n2cccc2)CC1 | -0.42 | i
CN1CCN(c2ccc(NC(=O)COc3cccc4ccccc34)cc2)CC1 | -1.1 | i
COc1ccc(N2CCN(C(=O)CCNC(=O)c3ccc(C(C)(C)C)cc3)CC2)cc1 | -0.58 | i
COc1ccc(CNc2ccc(C(=O)O)cc2)cc1 | -0.53 | i
CC(=O)Nc1ccc(N2C(=O)c3ccc(C(=O)Nc4nnc(SCc5ccc(F)cc5)s4)cc3C2=O)cc1 | -0.46 | i
COc1ccc(N(CC(=O)Nc2cccc(N(C)S(C)(=O)=O)c2)S(=O)(=O)c2ccc(F)cc2)cc1 | -0.27 | i
O=C1CC(c2ccccc2Oc2cccc(Cl)c2)C(n2cncn2)C(=O)C1C1NCCc2ccccc21 (stereo not given) | 0.78 | i
COc1ccc(C2(CNC(=O)c3ccccc3)CCOCC2)cc1 | -2.1 | i
O=C(CCC1CCCC1)NCCCN1CCOCC1 | 0.27 | i
O=C(Nc1ccccc1Oc1cccnc1)C1CCCN(Cc2ccc(F)cc2)C1 (stereo not given) | 0.44 | i
COc1ccc(C(=O)Nc2ccccc2SCc2cc(=O)n3nc(C)sc3n2)cc1OC | 0.22 | i
Cc1nc([N+](=O)[O-])c(Br)n1CC(=O)c1ccc2ccccc2c1 | -1 | i
Cc1cccc(NC(NC(=O)c2ccccc2[N+](=O)[O-])C(Cl)(Cl)Cl)c1 (stereo not given) | 0.71 | i
CCOC(=O)c1nnc2cc(C)nn2c1C | -0.1 | i
